Bioassay records deposited in PubChem BioAssay by several laboratories.
NSD2 inh: inhibitors of human histone methyltransferase NSD2 | O96028 | actives 0.54% (n = 310,000) | AID 743445 | NSD2 peptide methylation, AlphaScreen, 120 min | inhibition, % at 12.5 µM; in the data active means inhibition above about 50%
Rtt109 HAT inh: C. albicans Rtt109 histone acetyltransferase inhibition | inhibition, % at 34.9 µM | actives 0.16% (n = 330,000) | purified Rtt109/Vps75, ThioGlo CoA-SH fluorescence, 4 h | Q5AAJ8;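 active means inhibition of at least 50% in every replicate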
Keap1-Nrf2 PPI: inhibitors of human Keap1-Nrf2 protein-protein interaction; inhibition, % at 9.4 µM; Keap1 Kelch-Nrf2 peptide fluorescence polarization, 1536-well; actives 0.15% (n = 340,000); in the data active means inhibition above about 12%;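 further: human Keap1 Kelch domain with fluorescein labeled Nrf2 9mer peptide probe; 0% = neutral control wells and 100% = peptide positive control; higher means more block of Keap1 binding to Nrf2 peptide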
Mot1-301 SUMO: inhibitors of SUMOylation pathway: yeast Mot1-301 growth rescue | S. cerevisiae Mot1-301 growth rescue, ATP luminescence, 38.5C; percent above DMSO median, 100 means doubled | growth rescue, % at 18.8 µM | actives 1% (n = 320,000) | AID 2716;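 active means every valid replicate shows activation above 250% relative to neutral control wells; inactive means the rest, any valid replicate at or below 250%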;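 further: OY570 slx delta 5 strain wells were the positive control but not used for scaling; some compounds called inactive have numbers as strong as hits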
CDK5 p35 inh: blocks human CDK5/p35 kinase activity | Recombinant CDK5/p35, ADP-Glo luminescence, 60 min | inhibition, % at 10 µM | actives 0.01% (n = 330,000);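 active means highest replicate inhibition of at least 50% and at least 75% of replicates reaching 50%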;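 further: plate controls were DMSO neutral control for no effect and GW8510 at 10 µM for full effect; many of its hits are not listed in these tables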
Target sequence (Q00535 whole entry, looked up): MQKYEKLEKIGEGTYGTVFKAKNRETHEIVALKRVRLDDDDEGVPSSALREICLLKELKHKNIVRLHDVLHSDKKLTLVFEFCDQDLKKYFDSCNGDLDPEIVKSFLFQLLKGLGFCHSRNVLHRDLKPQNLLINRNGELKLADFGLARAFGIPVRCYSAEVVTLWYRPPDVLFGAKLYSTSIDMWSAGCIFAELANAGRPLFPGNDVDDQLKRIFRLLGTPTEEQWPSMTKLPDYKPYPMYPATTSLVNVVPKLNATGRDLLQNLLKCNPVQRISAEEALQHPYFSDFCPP
Target sequence (Q15078 whole entry, looked up): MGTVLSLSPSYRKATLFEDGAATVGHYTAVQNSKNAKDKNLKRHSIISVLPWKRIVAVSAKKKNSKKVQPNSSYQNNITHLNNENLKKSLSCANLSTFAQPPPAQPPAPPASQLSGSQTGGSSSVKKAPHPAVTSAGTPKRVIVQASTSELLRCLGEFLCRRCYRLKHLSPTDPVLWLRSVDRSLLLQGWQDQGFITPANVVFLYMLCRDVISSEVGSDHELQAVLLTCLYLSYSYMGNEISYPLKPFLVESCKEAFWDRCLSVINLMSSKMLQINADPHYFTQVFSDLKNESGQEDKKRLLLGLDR
Cardiac RTF inh: cardiac RTF calcium desensitization; P19429+P45379; IANBD-labeled cardiac RTF, Ca2+ fluorescence; inhibition, % at 7.15 µM; actives 0.12% (n = 340,000);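 active means inhibition above the mean inhibition of all tested compounds plus 3 SD, cut at about 17% in these data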;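 further: assay run at fixed EC70 calcium of 1.6 mM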
PvdQ inh: P. aeruginosa PvdQ acylase inhibition | purified PvdQ acylase, fluorescence plate reader | inhibition, % at 10 µM | actives 0.063% (n = 340,000); in the data active means inhibition above about 30%, passing the limit was not always enough;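 further: 0% = vehicle neutral wells and 100% = reference inhibitor wells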
cardiac RTF act: increases calcium sensitivity of human cardiac regulated thin filaments; P19429+P45379; IANBD-labeled TnC RTF fluorescence at EC20 calcium; 0% EC20 calcium, 100% full calcium; activation, % at 7.2 µM; actives 0.24% (n = 340,000); AID 493008;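 active means activation above the mean over all tested compounds plus 3 SD, cut at about 30% in these data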;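 further: rise in fluorescence read as greater calcium sensitivity of cardiac thin filaments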
C-LANA FP: inhibitors of KSHV LANA C-terminal domain DNA binding | MBP-C-LANA/FAM-LBS DNA binding, fluorescence polarization | AID 504423 | inhibition, % at 9 µM | actives 0.078% (n = 340,000);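 active means highest replicate inhibition at or above 60% at 9 µM, even if other replicates fall short; inactive means all replicates below 60% inhibition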;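 further: 0% = neutral control wells and 100% = 4 µM acridine orange control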
PfHsp90 set2: growth inhibition of yeast expressing Plasmodium Hsp90; S. cerevisiae expressing PfHsp90, BacTiter-Glo ATP, 48 h; yeast lacking PDR1 and PDR3 efflux regulators; AID 504621; inhibition, % at 9.4 µM; actives 0.32% (n = 310,000);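 active means every replicate shows inhibition above about 80%, whatever the replicate mean, limit read from the data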;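 further: 0% = DMSO neutral controls and 100% = 20 µM radicicol positive controls; yeast relying on Plasmodium falciparum Hsp90 in place of its own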
dFosB act: mouse delta FosB homodimer activation; P13346; purified delta FosB, TAMRA-CDK5 oligo fluorescence polarization; percent of positive-control signal above neutral wells; activation, % at 25 µM; actives 0.99% (n = 340,000); AID 493131;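 active means mean activation above about 17%, with every replicate also reaching it, limit read from the data, passing the limit was not always enough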;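 further: fluorescence polarization rise as delta FosB binds a TAMRA Cdk5 AP-1 oligo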
Target sequence (P13346 whole entry, looked up): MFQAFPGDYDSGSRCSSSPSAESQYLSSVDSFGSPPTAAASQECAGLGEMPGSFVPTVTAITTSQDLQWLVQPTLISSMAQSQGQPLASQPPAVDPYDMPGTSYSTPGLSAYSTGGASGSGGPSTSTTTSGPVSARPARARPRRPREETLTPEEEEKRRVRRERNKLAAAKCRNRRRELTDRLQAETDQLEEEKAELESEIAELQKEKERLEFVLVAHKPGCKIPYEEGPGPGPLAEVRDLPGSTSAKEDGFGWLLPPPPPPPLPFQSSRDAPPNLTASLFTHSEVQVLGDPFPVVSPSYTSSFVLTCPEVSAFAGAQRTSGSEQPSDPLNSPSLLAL
Starred values were filed as active, the others as inactive; . = no result given.

compound	NSD2 inh	Rtt109 HAT inh	Keap1-Nrf2 PPI	Mot1-301 SUMO	CDK5 p35 inh	Cardiac RTF inh	PvdQ inh	cardiac RTF act	C-LANA FP	PfHsp90 set2	dFosB act
COc1ccc(Cl)cc1NC(=O)c1ccc2c(SCC(=O)O)c3c(nc2c1)CCCC3	.	1	0	-18	-0.9	-6	-16	-1	0.3	33	-13
Cc1cc(=O)oc2cc(OC(C)C(=O)O)c(Cl)cc12 (centres undefined)	2	-13	-2	104	-1.2	-5	-17	-2	-0.4	-3	0
CCOC(=O)c1[nH]c2ccc(F)cc2c1NC(=O)C1=COCCO1	2	5	-3	-15	-3.9	-5	-2	-2	0.2	24	-3
CC(=O)NCCNC(=O)c1ccc(CSc2nc3ccccc3s2)cc1	-2	7	-3	248	-2.1	-8	-13	0	-2.4	.	-12
Cc1ccccc1Cc1ccc(Cl)nn1	-3	-1	-1	3	1.8	2	-8	-2	0.8	-3	-3
CSCc1cc(N2CCOCC2)nc(SCc2ccc(Cl)c(Cl)c2)n1	-6	-7	-5	7	0.8	-2	-8	-3	-2.6	-11	-4
N#Cc1ccccc1S(=O)(=O)c1ccccc1C(=O)Nc1ccccc1	-7	1	-1	9	0.6	3	-1	4	0.5	3	2
Cc1ccc(N(CC(O)CN2CCOCC2)S(=O)(=O)c2ccc3ccccc3c2)cc1 (centres undefined)	3	6	-1	-4	-0.7	-1	-12	13	-1.1	12	-19
NS(=O)(=O)c1ccc(NC(=O)COC(=O)CN2C(=O)C3CC=CCC3C2=O)cc1 (centres undefined)	-7	-6	-5	-31	-1.0	-4	-10	0	1.9	-16	-8
CCc1ccccc1NC(=O)CN1CCN(C(=O)C2CCN(C(=O)/C=C/c3ccccc3)CC2)CC1	-1	10	-3	1	1.0	-8	6	6	-0.3	-19	-13
O=C(NCCC1CC1(Cl)Cl)Nc1ccccc1 (centres undefined)	18	-5	-1	-3	1.6	-5	0	3	1.5	-27	-2
NS(=O)(=O)c1ccc(CNC(=O)NC2(c3ccccc3)CC2)cc1	.	-3	1	-12	0.7	-19	-16	6	-0.9	-12	1
Cc1ccccc1OCCC(=O)OCC(=O)N(C)c1c(N)n(Cc2ccccc2)c(=O)[nH]c1=O	-1	-8	-5	164	2.7	1	-17	-3	-1.9	-4	-13
COC(=O)c1ccc(NC(=S)NNC(=O)CC(C)C)cc1	1	-2	-2	10	1.1	-1	-3	1	0.7	-19	5
CC(=O)n1c(C=Nc2ccccc2)c(O)c2ccccc21	-9	-1	3	-1	0.8	0	-3	0	2.3	11	-4
Fc1cccc(F)c1/C=C/c1ccc2ccccc2n1	-1	-4	-2	14	4.5	9	3	3	0.7	15	-14
CN(C)c1ccc(N=c2sc3ccccc3n2C)cc1	57*	.	-11	129	-2.5	-1	-4	5	-0.5	-7	-2
CN1CCN(C(=S)NC(=O)c2ccccc2Cl)CC1	-2	-9	-9	2	-0.4	-18	-10	1	-0.8	7	-4
O=C(CC1C(=O)NCCN1CC(c1ccccc1)c1ccccc1)NC1CC1 (centres undefined)	6	6	-1	85	0.6	-17	-7	4	-0.3	-10	-4
O=C1C(=O)c2ccc(-c3ccccc3)cc2-c2ccccc21	3	-11	-2	-46	2.8	5	2	-8	0.0	.	0
CCCOC(=O)c1ccc(Oc2c(-c3ccc(OCC)cc3O)n[nH]c2C)cc1	8	21	-1	0	-1.8	-4	-23	-27	-1.6	0	-20
O=C(NCCCCc1ccccc1)C1CC(c2ccccc2C(F)(F)F)=NO1 (centres undefined)	.	10	2	18	-0.4	-4	-2	-1	-0.8	-20	-10
CCN(CC(=O)NCc1ccc(F)cc1)Cc1nc2cc(Cl)ccc2c(=O)[nH]1	2	15	-1	235	-0.4	-6	-3	0	-0.8	8	3
O=C(NCCCN1CCOCC1)c1ccc2c(c1)N(Cc1cccc(Cl)c1)C(=O)CS2	-4	3	-4	6	-1.4	10	-11	1	-0.7	-9	-13
O=C(NCCOc1ccccc1F)c1cc(F)c(F)cc1Cl	-2	3	-2	.	2.5	-4	-8	8	1.3	11	-4
COc1ccc(Cn2nnnc2C(c2cccs2)N2CCCCCC2)cc1 (centres undefined)	10	7	0	77	1.0	-1	-4	4	-0.5	.	-3
COc1ccc(NC(=O)C2C3C=CC(C3)C2C(=O)NCc2ccco2)cc1 (centres undefined)	-2	-8	-1	-7	0.2	6	6	-4	0.0	-16	-1
CN(Cc1nc2ccccc2c(=O)[nH]1)C(=O)c1cccc(S(=O)(=O)N2CCCCCC2)c1	-2	23	-3	-18	0.0	-5	-3	-1	0.9	-27	-8
COc1ccc(S(=O)(=O)CCC(=O)O)cc1	0	-14	-4	-17	1.0	0	-13	-4	-0.5	-50	1
CCCCC(=O)Nc1cnc(NC(=O)c2cccs2)cc1C	-2	-7	-3	9	1.3	-4	-11	3	1.0	-14	-8

Continued:
compound	NSD2 inh	Rtt109 HAT inh	Keap1-Nrf2 PPI	Mot1-301 SUMO	CDK5 p35 inh	Cardiac RTF inh	PvdQ inh	cardiac RTF act	C-LANA FP	PfHsp90 set2	dFosB act
CN=c1scc(-c2cccs2)n1/N=C/c1ccc(O)c(O)c1O	5	-6	-5	-21	-0.6	10	-11	-5	0.3	10	-5
O=C(NCCc1ccccc1)c1cc(=O)c2ccccc2o1	0	-4	-5	-6	-1.2	-6	-7	-2	-1.2	-8	-1
CCCCCCNc1cc(C)oc(=O)c1C(C)=O	-2	-8	-7	-8	-4.7	-9	-13	6	-0.3	7	1
CCOC(=O)c1c(NC(=O)COC(=O)Cc2n[nH]c(=O)c3ccccc23)sc(C(=O)NC)c1C	-1	1	0	10	-1.2	-5	-1	-4	2.1	8	9
COc1cc2c(cc1OC)C1=NC(=O)CN1C(SCc1ccccc1C)=N2	-3	0	-2	-10	1.5	-2	-14	5	-0.7	13	-16
COc1ccc(NC(=O)CCC(=O)c2cccs2)cc1Cl	-7	-14	-4	9	-0.3	-8	-8	-3	1.4	-18	-2
Cn1c(CSc2ncccn2)nnc1SCC(=O)N1CCCCC1	-4	-20	0	0	1.5	-6	-17	-1	0.4	.	0
CCOC(=O)/C=C1/N(C)c2ccccc2C1(C)C	.	0	3	-34	-0.2	0	-2	0	-0.8	-1	0
O=C(NC1CCCCC1)C(c1ccncc1)N(Cc1ccc2c(c1)OCO2)C(=O)C(F)(F)F (centres undefined)	7	-1	3	577*	0.1	-9	9	0	0.3	-8	1
CCOc1ccc(-n2nnnc2SCC(=O)NC2CCCC2)cc1	19	3	3	-15	-1.7	-26	-14	-8	2.5	-27	-5
CC(=O)n1cc([C@@H]2C=C(C(=O)N3CCN(C)CC3)O[C@H](OCc3ccc(CO)cc3)C2)c2ccccc21	.	4	-7	9	-3.2	1	-14	8	1.0	-21	-9
c1ccc(Oc2nnc(-c3cccs3)c3ccccc23)cc1	0	5	-4	.	-2.2	1	-16	1	-0.1	-7	-7
CC(C)N1CCc2c(sc(NC(=O)Cc3ccccc3)c2C#N)C1	.	3	-5	15	2.8	0	30	-3	1.1	-8	-9
CCC(C)(C)C1CCc2[nH]nc(C(=O)NCc3ccc(Cl)cc3)c2C1 (centres undefined)	.	-6	-3	9	0.9	-11	-9	-1	-0.1	-2	-4
COc1cc(-c2cc(C(=O)Nc3ccc(N4CCOCC4)cc3)c3ccccc3n2)cc(OC)c1OC	3	2	6	-7	1.1	-2	3	-1	-1.9	-9	-4
COC(=O)[C@]1(Cc2ccccc2)N[C@H](CN(C)C(=O)c2ccc(C)cc2)[C@@H]2C(=O)N(Cc3ccccc3)C(=O)[C@@H]21	.	1	2	.	-0.9	-4	3	0	0.2	13	-12
COc1ccccc1Nc1nc(C2(C)CCC(=O)O2)cs1 (centres undefined)	0	2	1	-4	-0.2	-6	-9	2	-1.2	5	-3
COCCNCCCCOc1ccc(C)cc1[N+](=O)[O-]	4	6	-4	7	0.0	-3	-4	-3	-0.4	-5	0
CCOc1ccc(CN2CCN(C3CCSCC3)CC2CCO)cc1 (centres undefined)	0	-2	-2	10	0.7	-12	-6	5	1.8	19	-6
COc1ccc(Cc2noc(CN(C)Cc3cccc(-n4cccn4)c3)n2)cc1OC	1	-16	-7	-13	-2.5	-10	-15	2	0.9	27	-6
CC(C)c1ccc(C(=O)CSc2ncn[nH]2)cc1	.	-9	2	-8	-0.5	-10	-33	0	3.8	-5	-9
Cc1nnc(SCc2cccc([N+](=O)[O-])c2)o1	7	13	-4	26	2.4	1	6	-2	-2.5	0	0
C=CCN=C1CC(C)(C)CC(=O)/C1=C(\O)c1ccccc1	-1	9	3	6	-1.0	-2	2	0	-0.5	13	-1
Cc1cccc(NS(=O)(=O)c2ccc3c(c2)NC(=O)CO3)c1C	2	27	-1	25	0.2	0	9	0	-1.2	-1	-6
CN(C(=O)COC(=O)COc1ccc(N(C)S(=O)(=O)c2ccc(Cl)cc2)cc1)c1ccccc1	-3	1	-5	.	0.4	-1	-13	3	-0.9	-9	-3
Cc1ccc(S(=O)(=O)N(CC(=O)c2ccc(Cl)cc2)C(=O)N2CCN(C)CC2)cc1	3	3	-3	-7	0.3	3	-14	-3	-1.7	-19	1
O=C(Nc1nnc(SCC(=O)N2CCOCC2)s1)c1ccccc1Cl	1	-7	2	29	1.2	-1	-2	0	1.3	9	-2
CCC(C)C1C(C#N)=C(N)OC2=C1C(=O)CC(C)(C)C2 (centres undefined)	.	-4	0	-6	-13	1	-11	9	-2.4	10	-1
COc1ccc(CC2(CO)CCN(Cc3cnn(-c4ccccc4)c3)CC2)cc1	1	5	-2	76	-8.0	10	7	0	-1.4	-5	1
O=C(CCNS(=O)(=O)c1ccc(Cl)cc1)N1CCCCCC1	2	-12	-4	-4	-1.1	-2	-14	3	0.3	19	-5

Other compounds
compound	NSD2 inh	Rtt109 HAT inh	Keap1-Nrf2 PPI	Mot1-301 SUMO	CDK5 p35 inh	Cardiac RTF inh	PvdQ inh	cardiac RTF act	C-LANA FP	PfHsp90 set2	dFosB act
COc1ccc(C(c2c(O)cc(C)oc2=O)c2c(O)cc(C)oc2=O)cc1	-1	12	-1	-7	-0.3	-5	-8	-4	-0.3	-1	-15
CCOC(=O)c1nc[nH]c1C	7	1	-3	7	1.9	-8	-14	1	1.1	1	-2
COc1ccc([C@@H]2[C@@H]3C(=O)N(C(C)(C)C)C(=O)[C@@H]3[C@]3(Cc4ccccc4)C(=O)N(c4ccc(OC)cc4)C(=O)N23)cc1	.	-6	-2	2	0.3	-5	-4	9	-1.8	5	4
C=CCn1c(=O)c2ccccc2n2c(SCC(=O)c3ccccc3)nnc12	0	2	-6	15	-0.5	-6	-16	4	-0.1	-11	-12
COc1ccc(CCn2c(=N)c(C(=O)NC3CCCCC3)cc3c(=O)n4ccccc4nc32)cc1	-8	-3	-5	81	.	-8	-5	0	0.4	-12	6
